# ER stress rescue – rescue of cells from ER stress-induced death, primary screen, 384-well, CSM14.1, thapsigargin, ATP luminescence (AID 1222); CSM14.1 thapsigargin-induced death rescue, ATP luminescence; higher % means a stronger effect; 190,000 tested, under 10 active; cellular ATP content (survival), % at 20 µM, or EC50 in µM where a hit was titrated;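 active = EC50 below 50 µM in the dose-response confirmation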;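 also: death triggered by thapsigargin at about 15 µM added after 2 h compound pretreatment; cell ATP read after overnight thapsigargin exposure of roughly 18 to 22 hours; normalized against plate controls of thapsigargin alone and 5% DMSO vehicle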
# b-catenin transl – modulators of beta-catenin nuclear translocation, primary screen, imaging, HeLa cells, immunofluorescence, high-content. nuclear translocation activity, % at 5 µM. 190,000 tested, 0.3% active;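 active = nuclear translocation activity above 50% at 5 µM, with a well cell count of 50 or more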;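 also: per-cell ratio of nuclear to cytoplasmic median beta-catenin stain intensity; plate controls were DMSO negative control for no effect and GSK-3 inhibitor IX positive control for full effect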
#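 Read-out: Nuclear/cytoplasmic beta-catenin signal ratio, % activation | Assay system: Human HeLa cell line | Times: 24 h compound exposure at 37°C, 5% CO2 | Signal: Fluorescence imaging of beta-catenin antibody stain plus DAPI | Dosing: 5 µM primary, 0.02–20 µM confirmation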
# Dynein transport – inhibitors of GR-EGFP nuclear translocation, primary screen, dynein cargo transport inhibitor project, imaging, high-content, 3617.4 mouse cells. AID 1381, 2008. test concentration mostly 20 µM; stimulated with dexamethasone, 1 µM; hits give low values. z-score, hits read low. 220,000 tested, 0.47% active;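 active = plate z-score of nuclear minus cytoplasmic receptor signal below a set negative limit, without overly bright fluorescence or cell loss, cut at about -3.5 in these data, passing the limit was not always enough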;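 also: z-score of nuclear minus cytoplasmic ring GR-EGFP intensity difference per well; some compounds called inactive have numbers as strong as hits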
#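 Buffer or medium: tetracycline-free induction medium containing charcoal-stripped FBS / Reagent: dexamethasone agonist, 1.0 µM final, for 30 min / Technique: automated 10x imaging of fixed Hoechst-stained cells / Times: induction 48 h, compound 1 h, agonist 30 min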
# M1AAP inhibition – P. falciparum M1AAP inhibitors, biochemical, fluorogenic H-Leu-NHMec substrate, 1536-well (AID 1445); one-dose inhibition, % at 30 µM; IC50 in µM for titrated hits; 220,000 tested, 0.42% active; recombinant M1AAP, H-Leu-NHMec fluorogenic kinetic assay; higher % means a stronger effect; Aminopeptidase N (Plasmodium falciparum (isolate 3D7));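 active = primary inhibition above the hit cutoff, then over 50% inhibition at one or more dose response concentrations, cut at about 23% in these data, passing the limit was not always enough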;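 also: plate controls were DMSO full reaction for no effect and no enzyme background for full effect; strong numbers were not always called active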
# Autophagy HCS – autophagy modulators in MEF cells, primary screen, imaging, high-content, MEF GFP-LC3 | MEF GFP-LC3 puncta imaging; test concentration mostly 10 µM | calls only at 10 µM (by protocol) | 190,000 tested, 0.98% active | AID 463193, 2010;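 active = percentage of spot-positive cells more than 3 SD above its plate mean, without a fluorescence outlier flag or 80% toxicity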;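 also: spot-positive cell cutoff set from DMSO-treated cells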
# P. falciparum M17LAP – P. falciparum M17LAP inhibitors, primary screen, biochemical, fluorogenic H-Leu-NHMec substrate, 1536-well (AID 1619); Leucine aminopeptidase (Plasmodium falciparum (isolate 3D7)); recombinant M17LAP, H-Leu-NHMec fluorogenic kinetic assay; higher % means a stronger effect; 220,000 tested, 0.38% active; one-dose inhibition, % at 30 µM; IC50 in µM for titrated hits;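 active = compound inhibiting the enzyme by more than half at any dose during confirmatory dose-response retesting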;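 also: plate controls were full reaction with DMSO carrier for no effect and no enzyme background for full effect; strong numbers were not always called active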
# Ins promoter up – insulin promoter activators in MIN6 cells, imaging, high-content screening, mouse beta cells; MIN6 insulin promoter-GFP reporter; hits give high values; z-score at 5 µM; 190,000 tested, 0.3% active;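 active = z-score above 3 at 5 µM with at least 500 cells counted in the well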
# MT stabilizer – microtubule stabilizers in HeLa cells, primary screen, imaging, high-content imaging | % tubulin-high responders, % at 10 µM | HeLa tubulin immunostaining HCS, 24 h; share of cells brighter than vehicle mean+2SD | 200,000 tested, 0.83% active;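 active = plate Z-score above 3 for both tubulin-high and condensed-nucleus cell shares, with cell loss under 80%, at 10 µM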;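 also: anti alpha tubulin signal scored within the nucleus-defined area of each cell; some results filed as inactive read as strong as hits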
# UTI89 phage lysis – inhibition of K1F phage lysis, E. coli UTI89, bacterial capsule biogenesis inhibitors, alamar blue (AID 488966); inhibition, % at 100 µM, or IC50 in µM where a hit was titrated; E. coli UTI89 K1F phage lysis, alamar blue, 2 h; higher % means a stronger effect; 340,000 tested, 0.02% active;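 active = phage lysis inhibition, versus mean bacterial control, above a set limit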;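 also: capsule biogenesis inhibitors block K1F phage lysis so surviving cells raise fluorescence; higher fluorescence means more inhibition of phage lysis; actives were called in the ten point dose series up to 300 µM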
# Dynein transport cytoplasmic EGFP – further read-out of Dynein transport, marked with its call; z-score; measured here: cytoplasmic GR-EGFP intensity; hits give high values
# Dynein transport nuclear GR-EGFP – recorded beside Dynein transport, whose call it bears; z-score; measured here: nuclear GR-EGFP intensity;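 lower value marks the stronger effect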
# Dynein transport cell count – also measured in Dynein transport; calls as there; z-score; measured here: cell count per field
# Ins promoter up cell count – further read-out of Ins promoter up, marked with its call; cell count; measured here: cytotoxicity, nuclei count;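 total cells summed across four imaged fields per well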
# b-catenin transl cell count 5 µM – second read-out of b-catenin transl, no call of its own (marks repeat the call); cell count; measured here: cell count, cytotoxicity flag
# MT stabilizer Hoechst-high % – also measured in MT stabilizer; calls as there; % Hoechst-high responders; measured here: nuclear condensation Hoechst responders;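 share of cells brighter than vehicle mean plus two SD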
# MT stabilizer cytotoxicity % – recorded beside MT stabilizer, whose call it bears; toxicity, %; measured here: cytotoxicity by cell density;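 0% = mean cell density of plate MIN control wells and 100% = no cells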
# Autophagy HCS cell loss 18 h – second read-out of Autophagy HCS, no call of its own (marks repeat the call); toxicity, %; measured here: cell loss, nuclei count;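 cell loss after 18 h compound exposure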
# Active calls of the source: *; i = inactive; x = not tested or not shown; [ ] = another dose, or the depositor's remark.
SMILES,ER stress rescue,b-catenin transl,b-catenin transl cell count 5 µM,Dynein transport,Dynein transport cytoplasmic EGFP,Dynein transport nuclear GR-EGFP,Dynein transport cell count,M1AAP inhibition,Autophagy HCS,Autophagy HCS cell loss 18 h,P. falciparum M17LAP,Ins promoter up,Ins promoter up cell count,MT stabilizer,MT stabilizer Hoechst-high %,MT stabilizer cytotoxicity %,UTI89 phage lysis
Cc1cccc(C(=O)N(Cc2nc3ccccc3c(=O)[nH]2)C2CCCCC2)c1,-0.4%,1.4,928,-0.39,-0.22,-0.51,0.46,7%,i,-3,13%,x,x,1.9,1.8,9.3,-1.5%
COc1ccc(-c2nc(C)sc2C)cc1,-3.3%,4.7,537,1.1,-0.33,0.17,-0.32,3%,i,11,9%,0.22,1396,0.4,2.9,9.3,0.3%
COc1ccc(S(=O)(=O)Nc2nc3ccccc3nc2Nc2ccc3c(c2)OCO3)cc1,1.6%,3.4,960,0.12,-0.13,-0.067,-0.48,-11%,i,5,3%,0.24,1516,2.4,3.6,6.8,x
CS(=O)(=O)c1nc(-c2ccc(F)cc2)cc(C(F)(F)F)n1,-4.3%,-0.5,1471,-3.9,4.6,-0.68,-0.4,0%,i,-6,-6%,0.4,1254,2.4,3.6,7.7,-0.2%
Cc1ccn2c(NC(C)(C)C)c(-c3cccs3)nc2c1,-2.2%,-0.2,1600,-0.21,-0.051,0.03,1.1,13%,i,-21,-7%,-0.35,1293,4.2,1.3,2.2,1.9%
CCC(C)NC(=O)CSC1=Nc2ccccc2C2=NC(CC(=O)NCc3ccccc3)C(=O)N12 (stereo unspecified),1.9%,-4.4,1262,0.0076,-0.066,0.039,-0.24,8%,i,28,16%,-0.21,1186,2.6,1.9,7.7,3.1%
CCOn1c(SCC)nc2ccccc2c1=O,-2.8%,-0.8,1524,-0.14,-0.18,-0.71,-0.47,5%,i,-1,2%,0.35,1296,2.2,1.9,7.7,0.4%
Cn1cnnc1SCC(=O)Nc1ccc(N2CCOCC2)cc1,-0.9%,4.8,1048,0.8,-0.33,0.69,-0.14,0%,i,-5,2%,-0.45,1316,1.7,3.5,7.2,0.6%
CCOc1ncccc1C(=O)Nc1cccc(Cl)c1Cl,-0.8%,-5.7,1051,0.3,-0.31,0.41,0.4,-3%,i,11,-2%,-1.4,1181,3.4,2.4,7.1,0.0%
COc1ccnc(Oc2ccc(F)cc2)c1C(=O)N/C=N/OCc1ccc(F)cc1Cl,-1.6%,-4.5,1114,-0.38,-0.22,-0.62,0.88,0%,i,1,-6%,-0.17,1916,1.3,1.3,8.5,1.9%
c1ccc(COc2ccc(OCCN3CCCC3)cc2)cc1,-1.7%,-1.1,975,-0.45,-0.32,-0.65,0.76,6%,i,1,6%,0.12,1417,2.2,2.9,4.2,2.7%[50 µM]
O=C(COC(=O)/C=C/c1ccccc1Cl)NC1CCCCCC1,-0.3%,-3.1,1126,0.05,-0.23,0.063,0.24,1%,i,-7,3%,0.74,1479,1.9,1.5,1.4,0.0%
O=C(COc1ccccc1)NCCSCc1ccc(Cl)cc1,-0.5%,-1.7,536,0.13,-0.23,0.15,-0.37,6%,i,-12,6%,-0.11,1407,2.5,2.4,0.9,1.1%
Fc1cccc(F)c1/C=N/Nc1ccccn1,x,1.0,1079,-1,-0.3,-0.41,1.9,0%,i,-2,6%,0.58,1344,4.1,3.6,12,0.0%
CCOC(=O)C(NC(C)=O)(Nc1ccc(S(=O)(=O)Nc2onc(C)c2C)cc1)C(F)(F)F (stereo unspecified),-2.6%,0.4,997,2.4,-0.036,0.83,-1.2,3%,i,1,-14%,-1.2,716,2.7,1.5,6.0,9.5%
Cc1ccsc1C(=O)OCC(=O)Nc1c(Cl)cccc1C(F)(F)F,0.0%,x,x,2.3,1,1.3,-1.8,5%,i,2,-10%,0.08,1340,3.0,1.0,7.9,0.5%
O=C(C1CC1)N(Cc1ccco1)c1nc(-c2ccccc2)cs1,-0.5%,0.3,912,1.9,-0.19,1.1,-0.81,5%,i,-2,1%,0.85,1134,3.5,1.7,13,2.5%
Cc1cc(C)cc(N(CC(=O)NCc2ccco2)C(=O)CCC(=O)Nc2nccs2)c1,-1.6%,-0.9,1556,-0.29,-0.27,-0.17,0.0073,8%,i,0,7%,0.37,1643,3.8,2.0,9.8,-1.3%
CC12CCC(=O)N1C(C(=O)Nc1cccc3ccccc13)CS2 (stereo unspecified),3.8%,-0.5,1160,x,x,x,x,1%,x,x,17%,-0.87,966,x,x,x,0.1%
CC1(C)Cc2c(c(N3CCOCC3)nc3sc4c(NCCN5CCOCC5)nnnc4c23)CS1,x,5.0,900,1.5,-0.12,0.71,-1.4,5%,x,x,7%,x,x,x,x,x,-0.9%
C=CCOC(=O)C1=C[C@@H](c2ccccc2)[C@H](CCCO)[C@@H](OCC)O1,-0.2%,-1.3,1147,0.071,-0.22,0.32,0.033,-2%,i,41,-1%,-0.17,1329,3.6,1.7,6.0,0.1%
N#Cc1ccc(-c2ccccc2)nc1SCC(=O)c1cc2ccccc2oc1=O,-1.9%,-1.0,1116,-1.2,2.1,0.29,1.3,8%,i,-34,-108%,1,1840,3.3,1.2,5.6,0.7%
Cc1ccc(S(=O)(=O)c2ccc(Oc3ccccc3)cc2)cc1,0.3%,1.1,1345,-1.4,0.15,-0.57,0.33,7%,i,0,15%,1,1613,2.0,1.1,5.8,-0.6%
COc1cc(-c2nnc(SCC(=O)N(Cc3ccccc3)C(C)(C)C)o2)cc(OC)c1OC,-0.1%,2.0,1173,0.11,-0.17,0.089,0.7,-3%,i,15,-6%,x,x,1.8,1.1,8.0,-0.1%
CC(C)Oc1ccc(CCC(=O)N/N=C/c2ccncc2)cc1,x,0.8,1268,-0.93,-0.17,0.31,0.34,-2%,x,x,13%,0.25,1027,x,x,x,x
C=CCn1c(O)c(CN2CCOCC2)c(C)c(C#N)c1=O,-0.3%,-3.4,1001,-0.058,-0.5,-0.14,0.52,x,i,3,x,0.28,1267,4.9,3.2,7.7,0.3%
Cc1ccccc1NC(=O)c1ocnc1C,0.9%,-4.5,1159,-0.83,-0.25,-0.12,0.6,10%,i,-9,-1%,0.27,1255,3.1,3.3,1.5,-0.1%
COc1cc2nc(C(C)(C)C)oc(=O)c2cc1OC,x,-2.0,1329,1.7,-0.24,1.6,-1.5,-4%,x,x,-11%,-0.09,939,x,x,x,0.9%
CCOC(=O)c1c(C)nn(Cc2cccc(Cl)c2)c1N,-1.9%,-2.3,876,-0.47,-0.31,0.15,-0.2,3%,i,11,5%,-5.3,840,2.9,1.9,9.3,3.5%[50 µM]
CCn1cc(C(=O)N2CCCc3ccccc32)c2cc(OC)c(OC)cc2c1=O,-1.1%,2.1,1396,-1,0.42,-0.43,1,5%,i,8,8%,0.11,1334,6.4,2.7,3.8,0.0%
CCN(CC)CC(=O)Nc1ccc2c(c1)N(C(=O)CN(CC)CC)c1ccccc1CC2,-5.2%,-3.6,1164,-1.2,0.41,-0.67,0.76,3%,i,6,-1%,0.37,925,2.2,1.2,12,0.4%
S=c1[nH]nc(-c2ccco2)n1/N=C/c1ccccn1,-1.8%,-4.7,1170,-1,-0.26,-0.32,0.81,3%,i,10,3%,-0.24,1615,1.3,1.4,8.9,x
Cc1ccc(-c2nc3c(c(=O)[nH]c(=O)n3Cc3ccccc3)n2C)o1,0.5%,-1.8,1039,-2.5,0.079,-1.4,0.81,4%,i,-3,4%,0.64,1177,2.1,2.8,5.3,3.3%
COCc1cc(CN2CCCC2)c(O)c2ncccc12,-2.4%,2.9,736,0.72,-0.29,0.3,-0.047,-25%,i,27,0%,-1.8,858,4.2,1.0,5.5,-0.2%
COc1ccc(C(=O)N(Cc2ccc(N(C)C)cc2)C2CCS(=O)(=O)C2)cc1 (stereo unspecified),-2.8%,0.4,868,-0.4,-0.35,-0.031,-0.042,6%,i,-4,-4%,0.6,1334,3.6,4.4,4.2,-0.9%
CC(C)(C)c1ccc(-n2nc(C(N)=O)c(O)cc2=O)cc1,-0.5%,-1.6,1110,0.98,-0.33,0.4,-0.34,10%,i,-1,-8%,0,1297,1.8,1.3,4.2,-1.9%
Cc1ccc(NC(=S)N(CCN(C)C)Cc2cc3cccc(C)c3[nH]c2=O)cc1,-0.3%,-2.1,544,1.4,-0.22,0.41,-0.63,-1%,i,18,-3%,-0.07,1126,5.5,2.0,5.3,3.5%[50 µM]
CCCCCCOC(=O)CCn1[nH]c(=O)c2ccccc2c1=O,4.0%,-1.1,1194,0.23,-0.21,0.68,0.67,11%,i,-11,22%,-0.06,957,2.7,3.6,14,1.0%
Cc1ccc(NC(=O)CCC(=O)c2ccc(F)cc2)cc1Cl,-3.8%,0.3,1342,-0.46,-0.22,-0.63,0.42,-1%,i,3,0%,-0.17,1679,0.9,1.9,3.2,0.5%

# Bioassay records from PubChem BioAssay.

# Rows are unselected. About 2.9% of those tested had a hit in this group.
